From PubChem
MT1-MMP act inh: inhibitors of human MT1-MMP activation. P50281. HT1080 RFP-PRO-GFP cells, GFP/RFP ratio fluorescence, overnight; percent of plate control window, DMSO zero. GFP/RFP ratio change, % at 20 µM. hit rate 0.061% among 360,000;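 active means GFP/RFP ratio change of at least 30% with cell ATP level not reduced by more than half and red fluorescence within 50% of control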; further: strong numbers were not always called active
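Assay system: HT1080 cells carrying an RFP-PRO-GFP reporter | Dosing: Single dose of 20 µM compound, 1% DMSO final | Incubation: Cells overnight before dosing, compound overnight, 37 °C, 5% CO2 | Evaluation: GFP/RFP fluorescence ratio | Control set: DMSO and RFP-L50D-GFP cell wells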
Rin1-Abl PPI inh: blocks binding of human Rin1 to Abl; TR-FRET Rin1/Abl binding, biochemical; inhibition, % at 7.35 µM; hit rate 0.4% among 360,000; P00519+Q13671; in the data active means inhibition above about 5%, passing the limit was not always enough
bovine MsrA act: activators of bovine methionine sulfoxide reductase A; purified bovine MsrA, absorbance read-out; activation, % at 10.6 µM; hit rate 0.3% among 360,000; AID 602163; in the data active means activation above about 7.5%;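 further: 0% = vehicle and 100% = reference activator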
CSN inh: blocks human CSN-mediated cullin deneddylation; Q92905; hit rate 0.38% among 360,000; Purified CSN, SCF-Nedd8-OG deneddylation, fluorescence polarization; inhibition, % at 12.5 µM;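 active means pattern-corrected inhibition above about 35%, with an unprinted fluorescence ratio check between 0.5 and 1.5, limit read from the data, passing the limit was not always enough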;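 further: 0% = enzyme with substrate and 100% = substrate without enzyme; some results filed as inactive read as strong as hits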
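Assay system: Purified human Csn5 enzyme expressed in HEK293T cells | Amount: Enzyme 0.24 nM | Measured by: Fluorescence polarization readout | Medium: Tris/NaCl/DTT buffer, pH 7.5 | Compound dosing: One concentration, 12.5 µM, 0.25% DMSO | Times: 90 min incubation of compound, enzyme and substrate at room temperature | Control set: no-enzyme wells high, enzyme-with-substrate wells low | Read-out: % inhibition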
FAS-TE inh: blocks the thioesterase domain of human fatty acid synthase; hit rate 0.67% among 360,000; inhibition, % at 15 µM; recombinant FAS-TE, OMFH fluorogenic substrate, fluorescence endpoint; P49327;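 active means compounds whose normalised, plate-corrected inhibition of enzyme fluorescence in the single-dose primary screen is 50% or more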;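 further: 0% = DMSO with enzyme and 100% = substrate without enzyme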
Rpn11 block: inhibitors of human proteasome Rpn11. O00487. human 26S proteasome, Ub4-pepOG fluorescence polarization; 20S core pre-blocked with epoxomicin. calls only at 20 µM. hit rate 0.59% among 360,000;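 active means inhibition at 20 µM, scaled to each plate's controls, above about 33%, limit read from the data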
E coli Lon inh: inhibits E. coli Lon protease | P0A9M0 | purified E. coli Lon protease, fluorescence polarization | inhibition, % at 7.94 µM | hit rate 0.42% among 360,000 | AID 602123; in the data active means inhibition above about 13%, passing the limit was not always enough;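 further: 0% = enzyme with probe and DMSO and 100% = no enzyme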
MsrA inh: inhibitors of bovine MsrA; purified bovine MsrA, absorbance read-out; inhibition, % at 15.5 µM; hit rate 0.75% among 360,000; in the data active means inhibition above about 4.5%;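 further: 0% = vehicle wells with enzyme and 100% = reference inhibitor wells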
PABP1 MLLE inh: inhibitors of microRNA-mediated deadenylation, human PABP1 MLLE binding. P11940. GST-MLLE / FITC-PAM2 fluorescence polarization. hit rate 0.36% among 360,000. inhibition, % at 20 µM; in the data active means inhibition above about 35%, passing the limit was not always enough;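 further: plate controls were DMSO wells with GST-MLLE for no effect and wells lacking GST-MLLE protein for full effect; some results filed as inactive read as strong as hits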
The depositor's hits bear a star; i = inactive; · = not tested or not shown.

canonical_smiles	PABP1 MLLE inh	E coli Lon inh	FAS-TE inh	MsrA inh	MT1-MMP act inh	Rin1-Abl PPI inh	bovine MsrA act	Rpn11 block	CSN inh
Cc1cccc(C(=O)OCC(=O)Nc2nnc(-c3ccccc3)o2)c1O	1	-1	-7	0.9	0	0	-1	i	9
CCOC(=O)CC1(NC(=O)c2cc(COc3cncc(Cl)c3)on2)CCCCC1	-6	-12	14	-0.6	-7	7	-7	i	1
CCCCNC(=O)COC(=O)CCC(=O)c1ccc(Cl)cc1	0	9	3	-0.5	0	4	-8	i	-1
CSc1cccc(NC(=O)CCCOc2ccc(Cl)cc2C)c1	4	-1	28	-1.3	5	-1	-1	i	2
Cc1onc(-c2c(Cl)cccc2Cl)c1C(=O)Nc1ccc2c(c1)OCCO2	-1	4	7	-0.1	-4	0	-4	i	7
Cc1ccc(-c2nnc(SCC(=O)N/N=C/c3c(C)nn(-c4ccccc4)c3C)n2-c2ccc(C)cc2)cc1	-40	0	62*	-0.4	-9	0	-3	i	-9
N#Cc1ccc(OCC(=O)NC2=NCCS2)cc1	4	1	-6	0.2	2	-1	-1	i	-1
O=C1c2cccc3cccc(c23)C(=O)C1(O)O	28	5	-3	2.7	5	14*	-4	i	104
Cc1cccc(NC(=S)NC(=O)c2ccco2)n1	39	-8	-7	1.4	0	-3	-4	i	3
CCOC(=O)c1cc2c(=O)n3ccccc3nc2n(CCCOC)c1=NC(=O)C(C)(C)C	3	2	1	-1.1	10	-12	-1	i	1
Cc1cccc(-c2nc(NCCCN3CCOCC3)c3ccccc3n2)c1	-33	-8	6	1.6	3	2	-5	i	7
Nn1cnnc1N/N=C/c1cccc(Cl)c1Cl	-19	-14	-3	1.7	-10	-2	5	i	-1

Complete entries, looked up by structure:
Results for `CCCCNC(=O)COC(=O)CCC(=O)c1ccc(Cl)cc1` → PABP1 MLLE inh: 0; E coli Lon inh: 9; FAS-TE inh: 3; MsrA inh: -0.5; MT1-MMP act inh: 0; Rin1-Abl PPI inh: 4; bovine MsrA act: -8; Rpn11 block: i; CSN inh: -1
Results for `Cc1onc(-c2c(Cl)cccc2Cl)c1C(=O)Nc1ccc2c(c1)OCCO2` → PABP1 MLLE inh: -1; E coli Lon inh: 4; FAS-TE inh: 7; MsrA inh: -0.1; MT1-MMP act inh: -4; Rin1-Abl PPI inh: 0; bovine MsrA act: -4; Rpn11 block: i; CSN inh: 7

Other entries.
canonical_smiles	PABP1 MLLE inh	E coli Lon inh	FAS-TE inh	MsrA inh	MT1-MMP act inh	Rin1-Abl PPI inh	bovine MsrA act	Rpn11 block	CSN inh
COC(=O)CCc1ccc(OCC(O)CNC(C)C)cc1 (stereo not given)	6	3	0	1.1	2	-2	-2	i	-3
Cc1c(C(=O)O/N=C(\N)c2ccccn2)cccc1[N+](=O)[O-]	4	1	-1	-0.2	0	1	-2	i	-5
Cc1nn(Cc2ccc(Cl)cc2Cl)c(C)c1NC(=O)Cn1nc([N+](=O)[O-])c(Cl)c1C	-6	-9	2	0.4	8	2	-2	i	-1
CCN(CC)C(=O)COC(=O)c1cc(-c2ccco2)nc2ccccc12	19	17	-4	0.9	-16	-2	1	i	18
CCc1ccc(NC(=O)Cn2c(=O)n(CCC(=O)NC3CCN(Cc4ccccc4)CC3)c(=O)c3ccccc32)cc1	3	0	-6	0.3	11	-2	-7	i	2
CC[N+]1(C)CC2CCC(C)(C1)C2(C)C (stereo not given)	-131	-11	-9	0.2	-5	2	-3	i	6
COc1ccc(NS(=O)(=O)c2ccc(C)c(C(=O)N(C)CCc3ccc(OC)c(OC)c3)c2)cc1	8	2	-1	0.3	-8	0	-1	i	-3
CCOc1ccc(-c2nnn(CC(=O)N3CCCC(C)C3)n2)cc1 (stereo not given)	2	-3	4	0.4	-2	1	0	i	2
Nc1nc2ccccc2n1C(=O)CCc1ccccc1	-1	3	-3	0.4	4	1	1	i	-5
COC(=O)c1cc(=O)nc2sc3ccccc3n12	20	-13	-16	2.6	1	1	-11	i	6
Cc1cc(C(=O)C(=O)N(C)C)c(C)n1-c1ccc([N+](=O)[O-])cc1	2	4	-3	0.6	2	-1	-5	i	4
COc1ccccc1/C=C/C(C)=O	-6	-2	-11	0.4	6	-1	-4	i	-6

Following part:
canonical_smiles	PABP1 MLLE inh	E coli Lon inh	FAS-TE inh	MsrA inh	MT1-MMP act inh	Rin1-Abl PPI inh	bovine MsrA act	Rpn11 block	CSN inh
CN(c1ccc(OCC(=O)OCC(=O)Nc2cccc([N+](=O)[O-])c2)cc1)S(=O)(=O)c1ccc(F)cc1	-3	-1	8	1.3	-2	3	-4	i	5
NS(=O)(=O)c1ccc(NC(=S)NNC(=O)CCC(=O)Nc2ccccc2Cl)cc1	-12	-4	-6	3.0	-1	3	2	i	-2
Cc1c(C(=O)Nc2ccccc2N2CCN(C)CC2)oc2ccc(F)cc12	-7	-14	6	-0.8	2	1	-9	i	-1
O=C(C1CCN(S(=O)(=O)c2ccc(Br)s2)CC1)N1CCCCC1	15	0	2	0.5	-3	2	-3	i	3
CCOC(=O)NS(=O)(=O)c1ccc(CCNC(=O)c2cc(C)on2)cc1	9	-16	-6	-1.8	0	-1	0	i	3
Cc1cc(Cl)n2c(nc3cc(F)c(F)cc32)c1C#N	-40	2	44	-0.2	9	0	-3	i	18
CC(OC(=O)CNC(=O)c1ccco1)C(=O)Nc1ccc(Cl)cn1 (stereo not given)	1	-4	-8	0.1	-2	-2	1	i	5
c1ccc2nc3c(nc2c1)CCCC3	2	-15	0	0.8	2	3	-1	i	-5
O=S1(=O)CCOC[C@H](CC2CCCCC2)N1Cc1ccccc1Br	3	6	20	1.1	0	2	-1	i	-1
CC(Oc1cccc(Cl)c1)C(=O)Nc1ccccc1C(=O)N1CCCCC1 (stereo not given)	4	-9	-1	-1.3	-1	-3	-1	i	5
COC(=O)/C(C#N)=C/c1c(N2CCCCCC2)nc2c(C)cccn2c1=O	11	-1	13	0.9	-2	-2	-3	i	1
CCN(CC)C(=O)CSc1nnc(-c2cccnc2)n1Cc1ccccc1	1	-3	-9	-0.8	1	2	-2	i	1

(listing goes on)
canonical_smiles	PABP1 MLLE inh	E coli Lon inh	FAS-TE inh	MsrA inh	MT1-MMP act inh	Rin1-Abl PPI inh	bovine MsrA act	Rpn11 block	CSN inh
CN1C(=O)NC(c2ccc([N+](=O)[O-])cc2)C2=C1CC(C)(C)CC2=O (stereo not given)	-4	-8	-1	-0.8	-1	2	3	i	4
Cc1cc(Oc2ccccc2)nc(-c2ccccc2O)n1	-14	-3	22	0.3	3	0	2	i	2
O=C1NC[C@@H](CCCCN2CCN(CC3CCCCC3)C(=O)C2=O)N(CC2CCCCC2)C1=O	·	-2	-3	-0.1	3	·	-2	·	2
CC(=O)NC(Cc1ccccc1)C(=O)NC1CCN(C(=O)NC2CCCCC2)CC1 (stereo not given)	-1	2	-4	0.1	-3	4	-5	i	-1
Cc1c(Cl)c([N+](=O)[O-])nn1CCCC(=O)Nc1c(C)n(C)n(-c2ccccc2)c1=O	9	-2	3	1.2	-5	-2	-5	i	-1
CCN(CC)C(=O)CSc1nnc(-c2ccccn2)n1-c1ccc(C)c(C)c1	-4	-2	-7	0.8	-3	-1	-2	i	-2
CCN(CC(=O)NCc1cccs1)C(=O)/C=C/c1ccc(Cl)c(Cl)c1	12	-11	22	-0.3	-4	-1	-3	i	2
CCN(CC)CCNC(=S)Nc1ccc(F)cc1	3	6	-5	-1.2	1	2	-1	i	-8
c1ccc(N=NC2=NN(c3ccccc3)CS2)cc1	-75	-8	27	-0.8	21	-4	-4	i	4
O=C(CN1CCN(Cc2ccccc2)CC1)Nc1ccccc1	-5	-5	-1	0.2	-2	1	0	i	-2
Cc1cc(C)cc(Oc2ccc(S(=O)(=O)N3CCN(C)CC3)cn2)c1	17	-13	-2	-0.4	-2	3	-3	i	-1
O=C(CCC(=O)c1ccc(F)cc1)NCc1ccccc1C(F)(F)F	4	-3	2	-0.5	2	-2	-2	i	-3

More compounds
canonical_smiles	PABP1 MLLE inh	E coli Lon inh	FAS-TE inh	MsrA inh	MT1-MMP act inh	Rin1-Abl PPI inh	bovine MsrA act	Rpn11 block	CSN inh
Cc1cnn(-c2cc(N/N=C/c3ccccc3Cl)ncn2)c1	0	6	-4	0.2	4	-2	0	i	1
Oc1ccccc1/C=N/n1cnn(Cc2ccccc2Cl)c1=S	15	6	5	-0.9	1	7	-1	i	1
COc1cc2c(cc1C1C(C#N)=C(N)OC3=C1C(=O)CC(C)(C)C3)OCO2 (stereo not given)	-7	1	2	0.7	4	2	-2	i	2
Cc1ccccc1-c1nc(CN2CCN(C(=O)c3ccco3)CC2)c(C)o1	11	3	-5	-0.2	1	-1	-4	i	3
Cc1ccc(Sc2c(C)nn(C(=O)c3cccc(S(=O)(=O)N4CCOCC4)c3)c2C)cc1	-3	0	24	0.4	10	0	-2	i	-9
CCOc1ccc(CCNC(=O)c2cccc(S(=O)(=O)N3CCOCC3)c2)cc1OCC	-2	1	-2	0.6	3	-2	-7	i	4
CCOC(=O)C1=C(COc2ccc(C)cc2)NC(=O)NC1c1cc(C)ccc1C (stereo not given)	25	-12	-4	-0.3	0	2	-3	i	-1
CN(CC(=O)Nc1ccc(F)cc1)C(=O)c1ccccc1OCc1ccc(F)cc1	4	1	5	1.0	-3	-1	-2	i	2
Cn1c(CO)c(-c2ccccc2)c2cc([N+](=O)[O-])ccc21	-4	2	22	1.6	4	-2	-3	i	-2
O=C(c1ccccc1)C(Nc1cccc([N+](=O)[O-])c1)c1ccccc1 (stereo not given)	3	-7	32	-1.5	2	-1	-1	i	-2
COC(=O)c1ccc(CSc2nc3c(cnn3-c3ccc(F)cc3)c(=O)[nH]2)o1	-16	-3	4	·	-1	-2	-4	i	-1
CCOC(=O)C(=O)NC(C)CCc1ccccc1 (stereo not given)	10	1	-8	-0.6	-3	2	0	i	0

Other results:
canonical_smiles	PABP1 MLLE inh	E coli Lon inh	FAS-TE inh	MsrA inh	MT1-MMP act inh	Rin1-Abl PPI inh	bovine MsrA act	Rpn11 block	CSN inh
Cc1cccc(NC(=O)CNC(=O)COC(=O)c2ccc(C(C)(C)C)cc2)c1C	-2	0	64*	0.4	1	0	0	i	-3
CCc1ccccc1NC(=O)N1CCc2ccccc2C1	-2	-1	-1	-0.6	-2	1	0	i	2
O=C(Nc1cccc(Cl)c1)Nc1cc(S(=O)(=O)N2CCCCC2)ccc1Cl	-2	1	26	0.1	-17	0	-6	i	-1
O=C1C2C(c3ccccc3)C=CC(c3ccccc3)C2C(=O)N1c1ccncc1 (stereo not given)	1	4	10	0.2	-6	-3	-1	i	5
O=C(Nc1nc(-c2ccc(Cl)s2)cs1)c1cccs1	17	-18	34	-0.1	-41	2	-3	i	8
